Screening results from PubChem.
NR1D1 modulator: modulators of Rev-erb alpha DNA binding, primary screen, biochemical, FITC-DNA, fluorescence polarization, uHTS | 0.79% of 370,000 active | activity, % at 10 µM | Rev-erbα–FITC-DNA binding, 90 min;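 active = activity above about 14%, limit read from the data; passing the limit was not always enough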;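 note: 0% = DMSO wells with 35 nM protein and 100% = DMSO wells with 750 nM protein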
HTRA1 inh: HTRA1 serine protease inhibitors, primary screen, biochemical, fluorescence polarization, HTS; Q92743; 0.5% of 340,000 active; inhibition, % at 5.96 µM; AID 504803, 2011; recombinant HTRA1, FP-rhodamine activity-based probe; in the data active = inhibition above about 36%;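 note: 0% = enzyme with DMSO and 100% = wells lacking enzyme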
* = called active by the depositor; x = not tested or not shown; & = joins results of further samples. An excerpt, so the mix of outcomes need not match the whole.

SMILES	NR1D1 modulator	HTRA1 inh
CCC(NC(C)C)C(O)c1ccc(O)c2[nH]c(=O)ccc12 (configuration not stated)	x	3
COc1cc([C@@H]2Oc3cc(C4Oc5cc(O)cc(O)c5C(=O)[C@H]4O)ccc3O[C@H]2CO)ccc1O (some centres not stated)	x	17
C=CC[n+]1ccc(/C=C2\C=Cc3cc(C)ccc3N2CC)c2ccccc21	x	0
COc1ccc(C[C@H]2COC(=O)[C@@H]2Cc2ccc(OC3OC(CO)C(O)C(O)C3O)c(OC)c2)cc1OC (some centres not stated)	x	0
NS(=O)(=O)c1cc2c(cc1Cl)CN(C1CCCCC1)C2=O	-7	x
c1cnc2cc3c(cc2n1)C1CNCC3C1	-9	x
CCOC(=O)[C@H](CCc1ccccc1)N[C@H]1CS[C@H](c2cccs2)CN(CC(=O)O)C1=O	-1	x
CCn1cc(C(=O)O)c(=O)c2cnc(N3CCNCC3)nc21	3	x
CC(C(=O)O)c1ccc2c(c1)CC(=O)c1ccccc1S2 (configuration not stated)	-5	x
O=c1cc(O)c(Cl)c[nH]1	-2	x
CC(C)COC(=O)c1ccc(N)cc1	-1	x
CC1(C)O[C@@H]2CC3C4C[C@H](F)C5=CC(=O)C=C[C@]5(C)[C@@]4(F)[C@@H](O)C[C@]3(C)[C@]2(C(=O)CO)O1 (some centres not stated)	-1	x

Shown with values ahead of the structure: 4 of the compounds above
NR1D1 modulator	HTRA1 inh	mol
-9	x	c1cnc2cc3c(cc2n1)C1CNCC3C1
-1	x	CCOC(=O)[C@H](CCc1ccccc1)N[C@H]1CS[C@H](c2cccs2)CN(CC(=O)O)C1=O
3	x	CCn1cc(C(=O)O)c(=O)c2cnc(N3CCNCC3)nc21
-5	x	CC(C(=O)O)c1ccc2c(c1)CC(=O)c1ccccc1S2 (configuration not stated)

Next structures follow:
SMILES	NR1D1 modulator	HTRA1 inh
CCN(CC)CCNC(C(=O)OCCC(C)C)c1ccccc1 (configuration not stated)	0	x
Cc1cn(C2CC(O)C(CO)O2)c(=O)[nH]c1=O (configuration not stated)	5	x
NC(N)=O	-3	x
NC(=O)C1(N2CCCCC2)CCN(CCCC(=O)c2ccc(F)cc2)CC1	-2	x
CCOC(N)=O	9&2	x
O=c1oc2c(O)c(O)cc3c(=O)oc4c(O)c(O)cc1c4c23	-46	23

Of the compounds above, these have sulfur.
SMILES	NR1D1 modulator	HTRA1 inh
NS(=O)(=O)c1cc2c(cc1Cl)CN(C1CCCCC1)C2=O	-7	x
CCOC(=O)[C@H](CCc1ccccc1)N[C@H]1CS[C@H](c2cccs2)CN(CC(=O)O)C1=O	-1	x
CC(C(=O)O)c1ccc2c(c1)CC(=O)c1ccccc1S2 (configuration not stated)	-5	x
